Screening results from PubChem.
XBP1 UPR activ: activators of adaptive XBP1 UPR arm, primary screen, cell-based, CHO-XBP1 luciferase reporter, luminescence, uHTS | IRE1-XBP1 UPR activation; percent of tunicamycin response, DMSO as zero | activation, % at 20 µM | actives 0.33% (n = 330,000) | AID 463104, 2010;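 active = versus positive control, 20 µM dose yields 30% or more activation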;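 also: 100% = tunicamycin at 10 µg/mL and 0% = DMSO only wells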
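Material: CHO cell line with stable XBP1 luciferase reporter; schedule: 16-18 h cell attachment at 37 °C, then 6 h compound exposure; signal: glow luminescence from Steady-Glo reagent; medium: serum-containing F12 medium, 10% FBS; benchmarks: tunicamycin 10 µg/mL and vehicle-only wells; read-out: percent activation relative to tunicamycin reference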
TIM10 inh: growth inhibitors of isogenic TIM10 control yeast, primary screen, counter-screen for tim10-1 yeast inhibitor project, luminescence, uHTS; actives 1.4% (n = 330,000); S. cerevisiae TIM10 strain growth, BacTiter-Glo luminescence, 24 h; AID 463195, 2010; inhibition, % at 10 µM;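 active = inhibition of 40% or more at the single tested concentration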;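 also: wild-type TIM10 isogenic control strain grown at permissive 25 °C; 0% = DMSO yeast wells and 100% = minimal medium wells without yeast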
tim23-1 inh: growth inhibitors of tim23-1 mutant yeast, primary screen, luminescence, uHTS; AID 463212, 2010; S. cerevisiae tim23-1 growth, BacTiter-Glo luminescence, 24 h; inhibition, % at 20 µM; actives 1.3% (n = 330,000);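 active = growth inhibition of the mutant yeast at or above 50%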;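 also: temperature-sensitive mutant grown at 25 °C; plate controls were DMSO-treated mutant yeast for no effect and medium wells lacking yeast for full effect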
Mdm2-MdmX inh: inhibitors of human Mdm2-MdmX association, primary screen, cell-based, luminescence, split luciferase, SaOS-2, uHTS | actives 3% (n = 330,000) | SaOS-2 split-luciferase Mdm2/MdmX complementation | inhibition, % at 8 µM;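 active = inhibition of at least 50% at 8 µM in the primary screen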
Target sequence (O15151 whole entry, looked up): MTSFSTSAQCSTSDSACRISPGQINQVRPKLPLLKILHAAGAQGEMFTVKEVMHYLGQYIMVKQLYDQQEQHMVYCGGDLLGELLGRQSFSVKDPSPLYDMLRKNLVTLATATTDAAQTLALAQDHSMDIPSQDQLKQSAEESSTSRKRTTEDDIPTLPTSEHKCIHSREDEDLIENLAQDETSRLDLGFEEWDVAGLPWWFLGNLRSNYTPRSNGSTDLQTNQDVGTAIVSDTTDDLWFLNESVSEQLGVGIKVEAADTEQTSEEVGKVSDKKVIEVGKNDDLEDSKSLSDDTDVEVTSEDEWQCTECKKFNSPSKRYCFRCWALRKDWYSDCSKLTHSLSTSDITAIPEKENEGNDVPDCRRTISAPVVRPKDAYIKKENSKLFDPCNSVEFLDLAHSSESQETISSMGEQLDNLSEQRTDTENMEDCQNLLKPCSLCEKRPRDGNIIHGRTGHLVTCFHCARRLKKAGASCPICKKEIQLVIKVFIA
Target sequence (Q00987 whole entry, looked up): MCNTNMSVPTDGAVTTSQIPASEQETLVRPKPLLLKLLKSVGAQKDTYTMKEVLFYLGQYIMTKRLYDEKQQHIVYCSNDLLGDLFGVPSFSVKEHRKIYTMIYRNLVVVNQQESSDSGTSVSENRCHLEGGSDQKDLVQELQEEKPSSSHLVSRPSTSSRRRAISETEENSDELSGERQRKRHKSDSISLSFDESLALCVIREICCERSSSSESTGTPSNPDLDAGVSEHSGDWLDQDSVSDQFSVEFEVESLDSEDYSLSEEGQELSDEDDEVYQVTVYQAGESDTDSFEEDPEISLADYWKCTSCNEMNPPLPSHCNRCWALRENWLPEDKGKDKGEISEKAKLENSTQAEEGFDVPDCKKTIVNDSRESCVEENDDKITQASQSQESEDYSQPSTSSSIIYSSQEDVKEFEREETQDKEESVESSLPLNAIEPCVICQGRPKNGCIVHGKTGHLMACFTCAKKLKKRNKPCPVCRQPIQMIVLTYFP
tim10-1 inh: growth inhibitors of tim10-1 mutant yeast, primary screen, luminescence, uHTS. AID 463190, 2010. S. cerevisiae tim10-1 ts strain growth, BacTiter-Glo, 24 h. actives 2.2% (n = 330,000). inhibition, % at 20 µM;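 active = inhibition of at least 40%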;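 also: mutant grown at 25 °C; 0% = DMSO wells with yeast and 100% = wells holding no yeast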
NLRP3 yeast inh: NALP3 inflammasome inhibitors in reconstituted yeast, primary screen, luminescence, uHTS | Yeast reconstituted NLRP3/ASC/caspase-1, beta-gal luminescence, 24 h | inhibition, % at 10 µM | actives 0.39% (n = 330,000) | AID 2825, 2010;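 active = inhibition of 50% or more; inactive = inhibition below 50%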;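 also: plate controls were induced DMSO wells for no effect and uninduced yeast grown without galactose for full effect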
APJ agonist: agonists of human apelin receptor APJ, primary screen, CHO-K1 cells, PathHunter beta-arrestin, luminescence; activation, % at 20 µM; 0% DMSO wells, 100% apelin; AID 2520, 2010; P35414; actives 0.11% (n = 330,000);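 active = activation more than six SD over the plate average, tested at 20 µM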;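 also: 0% = DMSO alone and 100% = apelin-13 at 10 nM; some results filed as inactive read as strong as hits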
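Assay system – PathHunter CHO-K1 APJ (AGTRL-1) beta-arrestin reporter cells · Compound – one dose, 20 µM compound, 1% DMSO · Timing – compound 90 min 25 °C, reagent 1 h · Measured by – luminescence from split beta-galactosidase complementation, Galacton Star/Emerald II substrate · Measure – beta-arrestin recruitment to APJ as agonist activity, luminescent signal · Benchmarks – DMSO vs Apelin-13 10 nM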
GRIN3A LBD mod: binders of NR3A ligand-binding domain, primary screen, biophysical, differential scanning fluorimetry, uHTS; Glutamate receptor ionotropic, NMDA 3A (GRIN3A) ligand-binding domain; NR3A LBD differential scanning fluorimetry, Tm shift; 0% = protein alone, 100% = glycine-bound protein; actives 2.5% (n = 340,000); AID 1259313, 2017; Tm shift relative to glycine control, % at 25 µM;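 active = melting temperature shift of at least 10% of the positive control shift, at one fixed dose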
UPR CHOP act: activators of apoptotic CHOP UPR arm, primary screen, cell-based, CHO-CHOP luciferase reporter, luminescence, uHTS | UPR activation; percent of tunicamycin response over DMSO baseline | activation, % at 10 µM | actives 0.34% (n = 330,000) | AID 449763, 2010;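 active = at 10 µM dose, activation of 40% or more, normalized to positive control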;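 also: 100% = tunicamycin at 10 µg/mL and 0% = DMSO alone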
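measured by = luciferase luminescence | assay system = CHO-CHOP cells, stable luciferase reporter of PERK-eIF2a-CHOP signalling | amount = 500 reporter cells seeded per well | timing = 6 h compound exposure at 37 °C after overnight seeding | controls = positive tunicamycin 10 µg/mL, negative DMSO alone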
* marks the source's active call; other numbers are inactive results; x = no result given.

SMILES	XBP1 UPR activ	TIM10 inh	tim23-1 inh	Mdm2-MdmX inh	tim10-1 inh	NLRP3 yeast inh	APJ agonist	GRIN3A LBD mod	UPR CHOP act
Cc1ccc(N2C(=O)C(Cl)=C(N3CCOCC3)C2=O)c(C)c1	-6	6	12	21	6	4	-3	-1	4.1
COc1ccc(NC(=S)Nc2cc(C)cc(C)n2)cc1OC	3	-17	-3	26	27	19	0	-6	5.3
COC(=O)c1nc2nc(C)cc(=O)n2[nH]1	0	3	5	-7	2	17	-3	1	1.2
C[C@@H]1COC(=O)[C@@H](Cc2ccc(F)cc2)C/C=C\C[C@@H](CC(=O)N(CCO)Cc2ccccc2)C(=O)N1	-2	-3	10	19	12	11	-3	0	1.2
COc1ccccc1N1CCN(c2ccc3ccccc3n2)CC1	-10	14	30	-268	0	24	2	2	1.3
O=C(CNC(=O)c1ccc(Br)o1)NCC1CCCCC1	2	3	7	-19	4	9	-3	0	-1.2
Cc1noc(C)c1COC(=O)c1cccc(N(C)C)c1	-6	3	7	0	-5	38	-2	-2	0.8
CCOC(=O)N1CCN(C(=O)CSCc2ccc(Br)cc2)CC1	-1	11	19	-6	17	24	2	-1	2.4
Cc1ccc(S(=O)(=O)NC(CC(C)C)C(=O)N2CCOCCOCCOCC2)cc1 (stereo unspecified)	-2	-4	12	18	26	11	-3	1	-0.3
CS(=O)(=O)N1CCC(C(=O)O)CC1	0	0	-7	15	-9	-8	-4	-10	-1.8
Cc1ccc(NC(=O)NCCCN2CCCC2=O)cc1C	-1	2	-3	-13	-11	15	-1	1	2.2
COc1ccc(S(=O)(=O)n2nc(OC(C)=O)cc2N(C(C)=O)C(C)=O)cc1	-2	-1	10	8	-4	20	7	0	0.7
NS(=O)(=O)c1ccc(Sc2ccccn2)c([N+](=O)[O-])c1	1	6	11	5	-17	7	2	1	-0.3
CC(=O)NCc1ccc(C(=O)CN2C(=O)NC3(CCCCC3C)C2=O)s1 (stereo unspecified)	0	-8	7	-4	-14	28	-4	0	-1.4
COc1cccc(C(=O)NCCS(=O)(=O)N2CCC(C)CC2)c1	-1	-6	-9	-5	-5	6	-6	2	0.0
COc1cccc(CCNC(=O)CCc2nnc(-c3cc(C)oc3C)o2)c1	0	-2	0	20	8	-3	-5	0	-0.7
Nc1cc(-c2ccc(OC(F)(F)F)cc2)nn1-c1ccc(Cl)c(Cl)c1	0	9	57*	0	46*	1	5	24*	-1.5
O=C(CSCc1ccc(Br)cc1)NC1CC1	-4	6	-11	5	0	12	0	-1	2.5
O=C(CN(C(=O)c1csnn1)c1ccc(F)c(Cl)c1)NC1CCCC1	4	4	6	26	-5	14	-3	-2	1.6
Cc1nn(-c2ccccc2)c(C)c1NC(=O)COC(=O)c1cc(Br)ccc1O	-4	20	21	-3	17	13	0	1	-0.6
Cc1ccc(Oc2ccc(Oc3ccc(C)cc3)nn2)cc1	-1	17	0	-19	8	16	-3	-3	1.5
CCCN1C(=O)/C(=C/c2ccccc2OCc2ccc(C(=O)O)cc2)NC1=S	-1	10	26	9	10	9	-4	-5	-0.8
Cc1cc(C(=O)COC(=O)/C=C/c2ccco2)c(C)n1C	4	-5	14	-65	-1	34	0	2	1.6
COC(=O)c1sccc1NC(=O)c1cc(-c2ccc(C)cc2C)nc2ccccc12	-2	2	17	47	11	14	-2	1	1.4
CCN(CC)CCCNC(=O)C(C)Sc1nc(-c2ccccc2)cc(C(F)(F)F)n1 (stereo unspecified)	-3	-1	22	-15	0	5	-4	2	-2.1
Cn1c(Cn2c(=O)sc3ccccc32)nnc1SCC(=O)NCc1ccc(F)cc1	-2	-2	14	-19	10	2	-3	0	0.2
S=C1NNC2(NN1)C1CC3CC(C1)CC2C3	-2	2	23	1	36	10	2	-1	-0.6
Cc1ccccc1CN1CCN(C(=O)c2ccc(S(=O)(=O)NCc3ccco3)cc2)CC1	1	9	26	17	18	22	-3	1	1.4
Cc1ccc(C(=O)Nc2ccc(N3CCOCC3)cc2N2CCOCC2)cc1	-5	5	17	0	11	31	-1	1	1.2
CC(C)OCCCNC(=S)Nc1ccc(S(N)(=O)=O)cc1	-2	5	8	11	1	11	1	4	0.5
Cc1cc(/C=N\NC(=O)CC(=O)NC2CCCCC2)c(C)n1-c1ccc(Cl)cc1	1	10	14	40	6	3	-3	0	-1.0
CC1(C)C2CCC1(CS(=O)(=O)NCc1ccc(C(F)(F)F)cc1)C(=O)C2 (stereo unspecified)	0	7	18	7	11	12	1	5	0.6
O=C(NCCc1ccccc1)c1ccc2c(c1)N(Cc1ccccc1)C(=O)CS2=O (stereo unspecified)	-1	20	18	4	14	11	-6	-8	0.1
CC1(C)CN2C(=S)N(c3ccccc3)C(c3ccccc3)N2C1 (stereo unspecified)	0	39	41	-10	39	-39	-3	1	4.0
COc1ccc(Br)cc1C(=O)CCC(=O)OCC(=O)Nc1cc(C(N)=O)cc(C(N)=O)c1	-1	4	6	-22	0	-2	-5	2	0.9
CC1(C)CNc2cc([N+](=O)[O-])ccc2S1	1	27	14	-6	18	8	0	-1	3.0
CCOC(=O)N1CCN(C(=O)c2cc3c(s2)-c2ccc(Cl)cc2S(=O)(=O)C3)CC1	2	11	-12	-5	4	9	-1	-3	0.3
CN(C)c1ncnc2sc(-c3ccccc3)cc12	7	14	45	26	-18	65*	-6	0	6.3
CCc1nc2ccc(C(=O)N3CCN(c4cccc(C(F)(F)F)c4)CC3)cc2nc1CC	-2	22	38	13	42*	10	-2	-3	1.0
NC(=O)Cn1c(-c2nonc2N)nc2ccccc21	-5	8	16	4	-8	1	0	-1	-1.8

Arranged by formula weight (low to high): three of the compounds above
SMILES	XBP1 UPR activ	TIM10 inh	tim23-1 inh	Mdm2-MdmX inh	tim10-1 inh	NLRP3 yeast inh	APJ agonist	GRIN3A LBD mod	UPR CHOP act
CC1(C)CN2C(=S)N(c3ccccc3)C(c3ccccc3)N2C1 (stereo unspecified)	0	39	41	-10	39	-39	-3	1	4.0
CCCN1C(=O)/C(=C/c2ccccc2OCc2ccc(C(=O)O)cc2)NC1=S	-1	10	26	9	10	9	-4	-5	-0.8
COc1ccc(Br)cc1C(=O)CCC(=O)OCC(=O)Nc1cc(C(N)=O)cc(C(N)=O)c1	-1	4	6	-22	0	-2	-5	2	0.9

The list goes on.
SMILES	XBP1 UPR activ	TIM10 inh	tim23-1 inh	Mdm2-MdmX inh	tim10-1 inh	NLRP3 yeast inh	APJ agonist	GRIN3A LBD mod	UPR CHOP act
C[C@H](CO)N1C[C@H](C)[C@@H](CN(C)Cc2ccc3c(c2)OCO3)Oc2c(NC(=O)C3CC3)cccc2C1=O	3	1	9	-34	0	7	-2	-1	1.5
CC(C)Oc1cccc(OCCN2C(=O)c3ccccc3C2=O)c1	0	-9	14	1	20	-13	-3	0	2.8
COc1ccc(OC)c(S(=O)(=O)Nc2c(C)n(C)n(-c3ccccc3)c2=O)c1	-4	-10	-2	27	-4	13	0	-1	2.8
Cc1onc(-c2ccccc2Cl)c1C(=O)NC1CCS(=O)(=O)C1 (stereo unspecified)	-1	5	2	8	5	10	-1	-3	0.2
COc1cc(CNCc2ccccc2)ccc1OCC(O)c1ccccc1 (stereo unspecified)	0	-14	4	-25	8	21	-3	0	-2.1
CCN1CCCC1CNCc1ccc(OCc2ccc(Cl)nc2)c(OC)c1 (stereo unspecified)	1	4	14	15	-13	15	2	0	0.6
CCOc1ccccc1N1CCN(C(=O)c2cc(-c3cc(OC)ccc3OC)nc3ccccc23)CC1	-3	9	22	73*	27	3	-1	-2	4.2
CCOc1cc(NS(=O)(=O)c2ccccc2)c(OCC)cc1NC(=O)c1ccco1	-4	3	11	10	5	10	1	-3	0.1
O=C(Nc1ccc(S(=O)(=O)Nc2cnc3ccccc3n2)cc1)c1ccc(Cl)cc1Cl	4	3	-3	3	6	21	-3	5	-2.1
Clc1ccc2nc(CSc3ncn[nH]3)cn2c1	1	-12	7	9	-4	4	-3	-3	1.1
O=C1CSC(=Nc2cccc(Cl)c2Cl)N1Cc1cccnc1	1	4	-16	21	-5	25	1	-1	1.1
O=C(COc1cccc2ccccc12)NNC(=O)c1cccs1	-2	5	18	-2	6	13	-2	0	3.3
O=C(Cc1ccc(Cl)cc1)Nc1cccc(S(=O)(=O)Nc2ccccc2F)c1	-2	7	4	22	6	7	2	6	0.7
CN1CCN(C(=O)c2cc(Cl)ccc2Cl)CC1	-1	9	12	-8	12	11	-2	-1	-3.1
CCC1CCCCN1C(=O)CCCOc1ccccc1 (stereo unspecified)	-3	-4	16	1	14	39	-3	-1	4.7
CN(CC(=O)NCc1ccccc1)S(=O)(=O)c1ccc2c(c1)CCC(=O)N2	0	-2	-9	16	2	22	-3	1	-2.0
O=C(CCS(=O)(=O)c1cccc2nsnc12)NCc1ccccc1	0	-2	11	0	13	2	0	0	-1.3
O=S(=O)(Nc1cccc2c1CCCC2)c1cccc(C(F)(F)F)c1	3	32	16	16	29	-3	-3	-16	0.1
O=C(c1ccco1)N1CCN(C(=O)c2cc3cc([N+](=O)[O-])ccc3oc2=O)CC1	-2	-8	19	22	-1	8	-1	-2	1.4
COC(=O)c1cc(C(=O)Cc2ccccc2)c[nH]1	2	-2	10	6	-3	20	-2	x	0.6
COc1ccc(N2CCN(C(=S)Nc3cccc(OC)c3)CC2)cc1	-5	-6	13	14	9	-1	-3	2	0.4
CCCCC(=O)Nc1nn(C)c2nc3c(C)cccc3cc12	-2	7	-8	14	14	18	-2	1	-0.2
CSC1=N/C(=C\c2ccccc2)C(=O)N1C	-1	-9	-5	-8	5	9	-3	2	-2.0
O=C(C1CCN(C2CCN(CC3CC=CCC3)CC2)CC1)N1CCOCC1 (stereo unspecified)	-2	-33	5	14	1	15	0	0	-1.9
O=C(c1ccc(-n2cncn2)c([N+](=O)[O-])c1)N1CCN(S(=O)(=O)c2c(F)cccc2F)CC1	-3	-5	2	6	-11	27	7	1	0.1
CCc1ccc(C(=O)NNC(=O)C2CC(=O)N(c3ccc4c(c3)OCCO4)C2)cc1 (stereo unspecified)	-2	1	-2	18	0	4	-4	0	2.9
O=C(NCC1CCN(Cc2cccc(Cl)c2)CC1)Nc1ccccc1Cl	-1	-7	-1	20	-6	2	-1	-1	0.5
Cc1ccc(-n2c(=O)[nH]c3c(C(N)=O)nc(CC(C)C)nc32)cc1	5	11	13	-11	4	-4	-2	-2	0.8
Nc1cc(-c2ccccc2)nn1S(=O)(=O)c1ccc(Br)cc1	-3	2	36	11	24	27	-1	-5	-2.0
